Screens: PubChem BioAssay, several laboratories
Spn PMK inh: S. pneumoniae PMK inhibitors, primary screen, biochemical, mevalonate pathway, pilot trial included; 0.49% of 65,000 active; phosphomevalonate kinase (Streptococcus pneumoniae D39); purified PMK, PK/LDH-coupled NADH absorbance 340 nm; inhibition, % at 10 µM;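 active = top-ranked compounds by inhibition in the single 10 µM screen, taking a fixed number of the strongest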;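 also: 0% = full reaction with DMSO carrier and 100% = background rate without enzyme reaction; no value below 0 was filed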
Bfl-1 inhibitors: Bfl-1 inhibitors, primary screen, biochemical, fluorescence polarization, FITC-Bid, mouse (AID 432); Bcl-2-related protein A1 (Mus musculus); FITC-Bid BH3 peptide fluorescence polarization displacement; higher % means a stronger effect; 0.02% of 64,000 active; displacement, % at 20 µM; hits with a dose series show IC50 in µM; in the data active = a potency from the dose series; inactive = the rest, 99 in 100 with displacement below about 15%; also: strong numbers were not always called active
HPDE-C7K KRASV12: cytotoxicity in KRAS-transformed pancreatic duct cells, primary screen, cell-based, fluorescence, HTS (AID 431). HPDE-C7K KRASV12 cells, Alamar Blue viability, 48 h; higher % means a stronger effect. cytotoxicity, % at 10 µM, or EC50 in µM where a hit was titrated. 1.7% of 63,000 active;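 active = compounds whose percent cytotoxicity in the single-dose primary screen, scaled between solvent and toxic-drug controls, exceeds 50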;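 also: 0% = DMSO solvent wells and 100% = doxorubicin-treated wells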
Spn MK inh: S. pneumoniae MK inhibitors, primary screen, biochemical, PK/LDH-coupled NADH absorbance; mevalonate kinase [Streptococcus pneumoniae D39]; purified MK, PK/LDH-coupled NADH absorbance 340 nm; inhibition, % at 10 µM; 0.48% of 65,000 active; AID 555, 2006;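 active = ranked among the strongest by inhibition in the single 10 µM screen, a fixed top-ranked set picked for dose follow-up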; also: no value below 0 was filed
TNAP inhibition: human TNAP enzyme inhibitors, biochemical, luminescent (AID 518); Alkaline phosphatase, tissue-nonspecific isozyme (Homo sapiens); purified TNAP enzyme, luminescent substrate readout; higher % means a stronger effect; inhibition, % at 20 µM, or IC50 in µM where a hit was titrated; 0.09% of 64,000 active; in the data active = a potency from the dose series; inactive = the rest, 99 in 100 with inhibition below about 22%;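 also: plate controls were vehicle for no effect and reference inhibitor for full effect; many of its hits are not listed in these tables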
LYP phosphatase: LYP phosphatase inhibitors, primary screen, biochemical, DiFMUP fluorescence, recombinant catalytic domain, 10 µM (AID 606). recombinant LYP catalytic domain, DiFMUP fluorescence; higher % means a stronger effect. 52,000 tested, under 10 active. inhibition, % at 10 µM, or IC50 in µM where a hit was titrated. Tyrosine-protein phosphatase non-receptor type 22 (Homo sapiens);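 active = IC50 under 40 µM in the dose-response test; inactive = IC50 of 40 µM or more, or never dose-tested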
Spn DPM-DC inh: S. pneumoniae DPM-DC inhibitors, primary screen, biochemical, PK/LDH-coupled NADH fluorescence; diphosphomevalonate decarboxylase (Streptococcus pneumoniae D39); calls only at 10 µM; AID 556, 2006; purified DPM-DC; 0.49% of 65,000 active;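 active = the 320 compounds with the highest percent inhibition in the single-dose primary screen, excluding strongly autofluorescent ones, cut at about 32% in these data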;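 also: kinetic rate of NADH fluorescence loss reporting ADP formed by the decarboxylase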
HPDE-C7 cytotoxicity: cytotoxicity in HPDE-C7 cells, cell-based, fluorescence, HTS (AID 430); HPDE-C7 pancreatic duct cells viability, fluorescence; higher % means a stronger effect; one-dose cytotoxicity, % at 10 µM; EC50 in µM for titrated hits; 1.8% of 63,000 active;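 also: cells exposed to compound for 48 hours before viability readout; 0% = vehicle and 100% = reference cytotoxic drug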
HT1080 viability: cytotoxicity in HT1080 fibrosarcoma cells, cell-based, fluorescence readout (AID 620). HT1080 viability, fluorescence; higher % means a stronger effect. one-dose cytotoxicity, % at 10 µM; EC50 in µM for titrated hits. 0.42% of 87,000 active;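 also: cells exposed to compound overnight then 4 h with Alamar Blue; 0% = vehicle DMSO and 100% = killing control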
Spn PMK inh pilot replicates: second read-out of Spn PMK inh, no call of its own (marks repeat the call); inhibition, %; measured here: pilot screen replicates
Spn MK inh pilot replicates: recorded beside Spn MK inh, whose call it bears; inhibition, %; measured here: pilot screen replicates
Spn DPM-DC inh pilot screen %: recorded beside Spn DPM-DC inh, whose call it bears; inhibition, %; measured here: pilot screen trials
Starred values were filed as active, the others as inactive; i = inactive; nt = no result given. Rule as the data show it, unless noted: active = cytotoxicity above about 50%; inactive = the rest.

The opening five entries, to show the layout:
SMILES	Spn PMK inh	Bfl-1 inhibitors	HPDE-C7K KRASV12	Spn MK inh	TNAP inhibition	LYP phosphatase	Spn DPM-DC inh	HPDE-C7 cytotoxicity	HT1080 viability	others
CC(=O)Nc1ccc(C(=O)CSc2nnc(-c3ccc(O)cc3)n2CC2CCCO2)cc1 (stereo not given)	5	-7%	-17%	3	9%	nt	i	-18%	-3%
CC(=O)Nc1cccc(-c2cnc3ccccc3n2)c1	17	-19%	-13%	2	7%	4%	i	-16%	2%
CCOC(=O)Cn1c(=O)oc2cc(S(=O)(=O)NC3CCCc4ccccc43)ccc21 (stereo not given)	3	6%	-1%	7	6%	1%	i	-3%	-2%
c1ccc(Nc2c3c(nc4ncnn24)CCC3)cc1	4	1%	-18%	4	7%	22%	i	-24%	0%
O=C(O)Cn1nnnc1SCC(=O)Nc1ccc(OC(F)(F)F)cc1	7	-4%	-6%	0	4%	nt	i	-2%	-3%

Main list, repeating the preview:
SMILES	Spn PMK inh	Bfl-1 inhibitors	HPDE-C7K KRASV12	Spn MK inh	TNAP inhibition	LYP phosphatase	Spn DPM-DC inh	HPDE-C7 cytotoxicity	HT1080 viability	others
CC(=O)Nc1ccc(C(=O)CSc2nnc(-c3ccc(O)cc3)n2CC2CCCO2)cc1 (stereo not given)	5	-7%	-17%	3	9%	nt	i	-18%	-3%
CC(=O)Nc1cccc(-c2cnc3ccccc3n2)c1	17	-19%	-13%	2	7%	4%	i	-16%	2%
CCOC(=O)Cn1c(=O)oc2cc(S(=O)(=O)NC3CCCc4ccccc43)ccc21 (stereo not given)	3	6%	-1%	7	6%	1%	i	-3%	-2%
c1ccc(Nc2c3c(nc4ncnn24)CCC3)cc1	4	1%	-18%	4	7%	22%	i	-24%	0%
O=C(O)Cn1nnnc1SCC(=O)Nc1ccc(OC(F)(F)F)cc1	7	-4%	-6%	0	4%	nt	i	-2%	-3%
C=CCc1cccc(CNc2nc3ccccc3n2C(C)C)c1O	7	0%	10%	6	10%	-6%	i	14%	4%
CCCC(=O)Nc1c2c(nn1-c1ccc(OC)cc1)CS(=O)(=O)C2	22	-10%	-8%	0	10%	10%	i	-13%	4%
CC(=O)N1CCc2cc(Br)cc(S(=O)(=O)NCCCN3CCC(C)CC3)c21	15	-4%	3%	7	7%	9%	i	-7%	4%
O=S1(=O)Nc2c(ccc3cccnc23)-c2ccccc21	8	-2%	86%*	10	10%	12%	i	91%*	nt	Spn PMK inh pilot replicates=3.0;Spn MK inh pilot replicates=0.0;Spn DPM-DC inh pilot screen %=1.5
COCCCN1CC23C=CC(O2)C(C(=O)OC)C3C1=O (stereo not given)	12	nt	nt	0	nt	8%	i	nt	6%
COC(=O)c1ccc(S(=O)(=O)N(Cc2cc3cc4c(cc3[nH]c2=O)OCO4)C2CCCCC2)cc1	2	-5%	0%	10	5%	nt	nt	6%	10%
CCCOc1ccc(N2C(=O)CC(N(O)c3ccccc3)C2=O)cc1 (stereo not given)	6	-1%	12%	15	4%	0%	i	21%	10%
COc1cccc(-n2nnc3c(=O)n(Cc4ccc(F)cc4)cnc32)c1	8	-3%	-18%	5	3%	5%	i	-18%	-2%
COC(=O)C1(CCSC)NC(c2ccccc2OC)C2C(=O)N(C)C(=O)C21 (stereo not given)	7	-4%	8%	7	8%	nt	i	-1%	-4%
Cc1cccc(-n2ncc3c(N4CC(C)CC(C)C4)ncnc32)c1 (stereo not given)	1	14%	-2%	5	8%	-7%	i	1%	2%
CCOC(=O)CNC(=O)c1ccc2c(c1)OCCO2	23	-6%	-15%	0	10%	nt	i	-7%	5%
CCCCCn1c(SCC#N)nc2cc(C(=O)NC3CCCCC3)ccc2c1=O	16	-2%	-8%	2	-3%	0%	i	5%	-10%
CC(/C=C/c1ccc(Cl)o1)=C\C(=O)O	12	-1%	-6%	13	9%	2%	i	-5%	30%
CCN1c2ccccc2-c2nc3ccccc3n2C1c1cccnc1 (stereo not given)	7	-3%	5%	5	9%	nt	nt	-4%	32%
CCc1ccc(CCC(=O)Nc2ccc(C)cc2C)o1	8	0%	-1%	10	6%	3%	i	2%	-7%
COc1ccccc1-n1c(=S)sc2c(=O)n(Cc3ccco3)c(SC)nc21	2	-1%	-2%	1	7%	4%	i	-2%	3%
COc1ccc(C(O)P(=O)(O)CCc2ccccc2)cc1 (stereo not given)	5	0%	-11%	0	-1%	5%	i	-28%	8%
C=CCOC(=O)C1=C(C)NC(SCC(=O)OCC)=C(C#N)C1c1ccc(O)c(OC)c1 (stereo not given)	7	-3%	-16%	0	3%	17%	i	-9%	5%
CC(=O)Nc1cc(NC(C)=O)c2nc(N)sc2c1	14	-3%	-3%	3	13%	3%	i	-16%	3%
Cc1cc(C)c(C(=O)COC(=O)Cn2cnnn2)cc1C	6	-2%	-22%	0	0%	nt	i	-6%	1%
COC(=O)CCc1n[nH]c(=O)[nH]c1=O	2	-4%	1%	3	3%	-2%	i	-6%	-3%
COc1cccc(Cn2c(Oc3ccccc3)nc3c2c(=O)n(C)c(=O)n3C)c1	1	-4%	18%	0	9%	-2%	i	3%	17%	Spn PMK inh pilot replicates=0.0;Spn MK inh pilot replicates=0.0;Spn DPM-DC inh pilot screen %=1.0
CC(C(=O)Nc1ccccc1C(=O)N1CCCC1)n1nnc2ccccc21 (stereo not given)	4	17%	-21%	0	-5%	6%	i	1%	30%
CCc1ccc2nc(NC(=O)c3cc(C)on3)sc2c1	14	-3%	28%	0	10%	15%	i	42%	5%
COc1cc(C(=O)NCc2nnc(SCC(=O)Nc3cc(C)cc(C)c3)o2)cc(OC)c1OC	18	-9%	-4%	0	2%	-3%	i	3%	nt
COc1ccccc1C1/C(=C(\O)c2ccc3c(c2)OCCO3)C(=O)C(=O)N1CCCN(C)C (stereo not given)	11	-3%	2%	0	6%	-3%	i	1%	1%
Cc1ncsc1CCOC(=O)c1cccnc1	0	-8%	9%	11	6%	nt	i	-5%	0%
CCN1C(=O)C2C(c3cccc(F)c3)NC(CC)(C(=O)OC)C2C1=O (stereo not given)	16	7%	4%	5	9%	10%	i	1%	-9%
CCN(CC)C(=O)Oc1ccc2c(=O)c(-c3ccccc3)coc2c1	13	4%	-28%	13	9%	14%	i	-29%	-8%
CCC1(CC)C(=O)N=C2c3ccccc3C(=O)N21	3	0%	10%	9	6%	11%	i	10%	13%
CCc1nccn1S(=O)(=O)c1ccc(C)c(C)c1	19	4%	9%	4	14%	12%	i	2%	-8%	Spn PMK inh pilot replicates=4.5;Spn MK inh pilot replicates=0.0;Spn DPM-DC inh pilot screen %=0.0
Cn1c(C(=O)O)c(CC(=O)Nc2ccccc2F)c2ccccc21	13	-8%	34%	6	11%	12%	i	31%	10%
CCOC(=O)c1ccccc1NC(=O)CC1Nc2ccccc2NC1=O (stereo not given)	1	-9%	34%	1	0%	0%	i	20%	-10%
COCCNC(=O)c1c[nH]c2cc(OC)c(OC)cc2c1=O	20	-5%	-11%	39	6%	nt	i	-8%	3%
O=C(Nc1ccc2c(c1)OCO2)c1cncc(Br)c1	0	-5%	-17%	4	12%	8%	i	0%	19%	Spn PMK inh pilot replicates=4.0;Spn MK inh pilot replicates=3.0;Spn DPM-DC inh pilot screen %=0.5
N#CC1=C(N)N=C(SCc2ccccc2)C(C(N)=O)C12CCCCC2 (stereo not given)	2	-1%	nt	8	7%	-10%	i	nt	2%
COc1ccc(OC)c(C2C(C(=O)c3sc(C)nc3C)=C(O)C(=O)N2CCN2CCOCC2)c1 (stereo not given)	10	-7%	10%	0	4%	7%	i	-1%	-5%
CCCCOc1ccc(C(=O)NCc2ccco2)cc1	4	0%	-1%	6	9%	2%	i	4%	1%
COC(=O)c1ccc2c(c1)N(Cc1nc(-c3cccc(Cl)c3)oc1C)C(=O)C1CCCN21 (stereo not given)	7	-12%	28%	0	6%	-3%	i	41%	18%
CCC(=O)Nc1nc(OC)cc(OC)n1	3	4%	-9%	9	7%	9%	i	4%	6%
COc1ccc(-n2c3c(cc(C(=O)N4CCC(C)CC4)c2=O)C(=O)CC(C)(C)C3)cc1	1	-3%	0%	2	7%	-9%	i	-1%	11%
CC(C)(C)OC(=O)N1CCC[C@H]1c1nnc(SCc2c(F)cccc2Cl)o1	3	2%	-34%	0	5%	22%	i	-36%	-27%
O=C(O)CCCCCN1C(=O)C(=O)/C(=C(/O)c2ccccc2)C1c1ccccc1 (stereo not given)	11	4%	-5%	1	7%	8%	i	4%	-6%
CC1=C(C(=O)Nc2ccccc2)C(c2ccncc2)C(C#N)=C(SCC(=O)NC(C)C)N1 (stereo not given)	0	-2%	10%	11	5%	3%	i	13%	-10%
CCOC(=O)C1CCN(C(c2cc3c(C)ccc(C)c3[nH]c2=O)c2nnnn2C2CCCCC2)CC1 (stereo not given)	8	-7%	25%	3	14%	3%	i	25%	nt
CCc1cc(C(=O)Nc2ccccc2)cs1	9	-3%	-2%	4	0%	1%	i	4%	12%
COc1ccc(S(=O)(=O)Cc2ccc(C(=O)N3CCN(Cc4ccccc4)CC3)o2)cc1	3	-5%	1%	22	21%	nt	i	-9%	-1%	Spn PMK inh pilot replicates=2.0;Spn MK inh pilot replicates=0.0;Spn DPM-DC inh pilot screen %=0.0
Cc1c2cn[nH]c(=O)c2c(C)n1Cc1ccc(F)cc1	11	0%	-1%	2	12%	3%	i	-8%	-4%
O=C(CCC(=O)N1CCN(S(=O)(=O)c2ccccc2)CC1)NC1CCCc2ccccc21 (stereo not given)	11	-1%	-11%	1	1%	nt	i	-6%	9%
O=C(CCn1c(SCC(=O)NCc2ccco2)nc2ccccc2c1=O)NCCc1ccccc1	8	-8%	-13%	9	6%	8%	i	2%	6%
O=C(O)CCSc1nnc(-c2ccccc2)n1-c1ccccc1	6	-3%	3%	5	4%	17%	i	-4%	0%
Cc1oc2nc(SCC(=O)NCc3cccnc3)nc(N)c2c1C	9	-10%	-11%	8	2%	5%	i	2%	6%
CCCCCCOC(=O)Sc1nc2ccccc2o1	0	-4%	14%	2	11%	nt	i	6%	nt
CCCNC(=O)CN(c1ccc(F)c(Cl)c1)S(C)(=O)=O	3	-9%	0%	11	8%	10%	i	-6%	5%
CCN(CC)c1ccc(-n2c(C)c(C(C)=O)c(C(C)=O)c2C)cc1	2	1%	-2%	8	2%	16%	i	-13%	-6%
CN(C)C(=O)NC1CCCCCCCCCCC1	0	-7%	-5%	10	4%	9%	i	-4%	-1%
